# M5 ag – human M5 muscarinic receptor agonists, primary screen, CHO-K1 cells, Fluo-8 calcium fluorescence; Muscarinic acetylcholine receptor M5 (Homo sapiens), P08912; CHO-K1 hM5 cells; 0% DMSO wells, 100% maximal acetylcholine response; activation, % at 3 µM; 0.19% of 360,000 active; AID 624037, 2012;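 active = activation above the run's mean over test compounds plus 3 SD, cut at about 23% in these data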;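 also: signal is peak over basal fluorescence ratio across the kinetic read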
# Target sequence (P08912 whole entry, looked up): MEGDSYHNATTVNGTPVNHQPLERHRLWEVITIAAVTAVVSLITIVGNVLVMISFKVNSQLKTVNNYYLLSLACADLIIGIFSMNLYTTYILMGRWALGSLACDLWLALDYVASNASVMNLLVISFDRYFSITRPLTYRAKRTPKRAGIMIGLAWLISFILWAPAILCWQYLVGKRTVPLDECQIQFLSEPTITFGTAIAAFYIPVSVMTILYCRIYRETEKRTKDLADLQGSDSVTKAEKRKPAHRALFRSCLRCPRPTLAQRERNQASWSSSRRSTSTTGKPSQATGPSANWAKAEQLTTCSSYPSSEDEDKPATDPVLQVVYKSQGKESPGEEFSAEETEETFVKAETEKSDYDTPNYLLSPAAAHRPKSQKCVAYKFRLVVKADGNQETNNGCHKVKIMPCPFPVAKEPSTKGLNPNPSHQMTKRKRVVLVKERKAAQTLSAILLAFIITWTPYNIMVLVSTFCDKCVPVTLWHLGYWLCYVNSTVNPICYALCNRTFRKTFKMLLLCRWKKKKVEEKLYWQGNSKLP
# CHRM4 antagonist – human M4 muscarinic receptor antagonists, primary screen, CHO cells, Fluo-8 calcium fluorescence. inhibition, % at 3 µM. CHO-hM4 cells, ACh EC80. AID 624125, 2012. 0.73% of 360,000 active;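 active = inhibition above its plate's cutoff, the mean inhibition of sample wells plus 3 SD, cut at about 27% in these data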;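 also: 0% = acetylcholine EC80 with DMSO and 100% = DMSO without agonist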
# Target sequence (P08173 whole entry, looked up): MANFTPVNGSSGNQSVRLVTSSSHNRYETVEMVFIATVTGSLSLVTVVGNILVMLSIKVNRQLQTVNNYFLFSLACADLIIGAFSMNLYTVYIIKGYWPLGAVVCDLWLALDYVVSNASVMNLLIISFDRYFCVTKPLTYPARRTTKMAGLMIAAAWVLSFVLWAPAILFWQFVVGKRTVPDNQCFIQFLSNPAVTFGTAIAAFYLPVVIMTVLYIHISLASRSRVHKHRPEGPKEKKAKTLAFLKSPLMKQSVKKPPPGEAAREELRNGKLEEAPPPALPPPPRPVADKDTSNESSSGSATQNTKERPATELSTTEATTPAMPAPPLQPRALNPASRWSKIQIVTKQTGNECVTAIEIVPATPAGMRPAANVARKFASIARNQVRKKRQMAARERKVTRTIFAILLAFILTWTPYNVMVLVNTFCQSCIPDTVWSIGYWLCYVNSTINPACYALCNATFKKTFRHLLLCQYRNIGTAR
# CHRM4 PAM – human M4 muscarinic receptor positive allosteric modulators, primary screen, CHO-K1 cells, Fluo-8 calcium fluorescence. Muscarinic acetylcholine receptor M4 (Homo sapiens), P08173. CHO-K1 hM4/Gqi5, ACh EC20; 0% = ACh EC20, 100% = maximal ACh. activation, % at 3 µM. 0.4% of 360,000 active;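 active = activation above its plate's cutoff, the mean activation of sample wells plus 3 SD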; also: some results filed as inactive read as strong as hits
# CRFBP-R2 agonist – agonists of CRF-BP/CRF-R2 complex, primary screen, cell-based, HEK293, calcium dye fluorescence, uHTS; calcium dye fluorescence (FLIPR); percent of saturating CRF peptide response; activation, % at 13.2 µM; 0.46% of 350,000 active;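 active = activation of at least 50%, plus an integration ratio under a set limit after plate pattern correction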;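 also: plate controls were neutral control wells without compound for no effect and CRF at EC100 for full effect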
# CHRM5 PAM – human M5 muscarinic receptor positive allosteric modulators, primary screen, CHO-K1 cells, Fluo-8 calcium fluorescence; 0.3% of 360,000 active; Muscarinic acetylcholine receptor M5 (Homo sapiens), P08912; activation, % at 3 µM; AID 624038, 2012; CHO-K1 hM5, ACh EC20 PAM; 0% = ACh EC20, 100% = ACh EC100;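 active = activation above the run cutoff, the mean activation of all test compounds plus 3 SD, cut at about 18% in these data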
#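 System: CHO-K1 hM5 cells. Reagent: acetylcholine, EC20 level. Compound dosing: single dose, 3 µM nominal final test concentration. Timing: Post-acetylcholine fluorescence recording 140 s. Detection: Fluo-8 calcium fluorescence. Read-out: % activation, ACh-normalized. Benchmarks: ACh EC20 and EC100 wells. Repeats: singlicate, one well per test compound.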
# CHRM4 agonist – human M4 muscarinic receptor agonists, primary screen, CHO-K1 cells, Fluo-8 calcium fluorescence; CHO-K1 hM4/Gqi5; vehicle 0%, full acetylcholine response 100%; 0.14% of 360,000 active; activation, % at 3 µM;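 active = activation above the run mean over all test wells plus 3 SD, cut at about 32% in these data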;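 also: peak over basal fluorescence ratio per well then scaled between controls; 0% = DMSO wells and 100% = acetylcholine at EC100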
# IDE cell inh – human IDE inhibitors in live cells, primary screen, fluorescence polarization, HEK cells, FAbetaB substrate | 0.41% of 320,000 active | FAbetaB cleavage | inhibition, % at 5.59 µM;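 active = percent inhibition above the average of all tested compounds plus 3 SD, set per screening campaign, cut at about 16% in these data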;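 also: IDE supplied by intact live HEK cells; FP after avidin binding of uncleaved biotin substrate so inhibition keeps polarization high; 0% = DMSO wells and 100% = 60 µM reference IDE inhibitor Ii1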
# CRFBP-R2 block – antagonists of CRF-BP/CRF-R2 complex, primary screen, cell-based, HEK293, calcium dye fluorescence, uHTS. CRF-induced calcium fluorescence. inhibition, % at 11.8 µM. 0.59% of 350,000 active;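 active = inhibition of the ligand-induced calcium signal above about 50% at the single tested concentration, limit read from the data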
# CHRM5 antagonist – human M5 muscarinic receptor antagonists, primary screen, CHO cells, Fluo-8 calcium fluorescence | CHO-hM5 cells, ACh EC80 | inhibition, % at 3 µM | 0.59% of 360,000 active;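 active = inhibition above a per-plate cutoff, the mean of that plate's test compounds plus 3 SD, cut at about 27% in these data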;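 also: 0% = acetylcholine EC80 with DMSO and 100% = DMSO without agonist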
# Active calls of the source: *; · = not tested or not shown.
entry	compound	M5 ag	CHRM4 antagonist	CHRM4 PAM	CRFBP-R2 agonist	CHRM5 PAM	CHRM4 agonist	IDE cell inh	CRFBP-R2 block	CHRM5 antagonist
1	CC1NC(=O)c2cccnc2-n2c1nc1ccccc1c2=O (stereo unspecified)	0	-11	3	1.5	0	0	·	-13	-7
2	C[C@@H](NC(=O)[C@@H]1CCCN1C(=O)OC(C)(C)C)c1ccccc1	-1	-13	8	·	-7	1	·	·	3
3	CC(NC(=O)/C=C/c1cnc2ccccc2n1)C12CC3CC(CC(C3)C1)C2 (stereo unspecified)	-4	-16	-3	0.5	-4	4	7	-8	-4
4	COc1ccc(CC(=O)N2CCN(c3ccccc3F)CC2)cc1OC	5	-12	-6	1.5	-4	7	3	10	-8
5	O=C(O)C(Nc1nc(C(F)(F)F)nc2ccccc12)c1ccccc1 (stereo unspecified)	3	-1	-1	0.2	6	0	1	1	2
6	CCCCN1C(=O)C(CC(=O)NCC2CCCCC2)CC(C(=O)N(C)C)=C1C (stereo unspecified)	0	1	-4	0.3	2	-1	·	-9	3
7	C/C(=N\OCC(=O)OC(C)C(=O)Nc1ccc(C)c(S(=O)(=O)N2CCOCC2)c1)c1ccc2c(c1)OCO2 (stereo unspecified)	0	-11	1	1.4	-2	7	·	23	12
8	CC(=O)Nc1ccc(CN2C(=O)C(Cc3ccccc3)ON=C2c2ncccc2C)cc1 (stereo unspecified)	1	8	-5	·	-9	6	·	·	3
9	C=CCc1c(C)nc(C)nc1N/N=C/c1ccc([N+](=O)[O-])cc1	-6	-15	4	0.9	2	1	3	-1	-1
10	O=C(CSc1ncn[nH]1)Nc1c(F)cc(F)cc1Br	2	2	-2	-4.7	-6	1	4	7	1
11	COc1ccccc1C(=O)NC(=O)COC(=O)CCOc1ccccc1C	0	6	4	-1.5	0	0	5	-4	9
12	O=C(Cc1ccccc1)N/N=C\c1ccc(Br)o1	0	-3	6	-0.9	-8	0	·	21	11
13	OCCC1CN(Cc2ccccc2-c2ccco2)CCN1Cc1ccsc1 (stereo unspecified)	-7	12	-8	0.7	14	1	1	-11	-1
14	O=C(NCc1ccco1)/C(=C/c1ccccc1F)NC(=O)c1ccccc1	-2	-15	0	2.3	-2	2	3	-8	6
15	Cc1ccc(/C=N/Nc2cc(C)nc(N3CCOCC3)n2)cc1	-2	-1	-18	0.0	-16	14	-2	15	23
16	Cc1sc2ncnc(SCC(=O)NC(C)(C)C)c2c1C	0	-2	14	-0.6	-3	3	1	-10	5
17	O=C(Nc1ccccc1C(=O)NC1CCCC1)NC1CCCC1	-1	-4	-1	-1.0	-2	1	-5	19	-1
18	COc1ccc(C(C)=O)cc1CN1CCCCC1	-7	1	0	1.9	3	0	-1	6	0
19	COc1cc2[nH]c(=O)n(Cc3ccc(C(=O)NCCCN4CCC(C)CC4)cc3)c(=O)c2cc1OC	-1	2	10	0.9	5	0	2	3	-2
20	O=C(NCCc1ccc(F)cc1)c1cccc2c1C(=O)c1ccc(N3CCC(Cc4ccccc4)CC3)cc1S2(=O)=O	0	-10	8	174*	4	3	8	-177	11
21	Cc1cc(C)nc(-n2nc(C)c3c(C(=O)O)cc(-c4cccc(Br)c4)nc32)n1	2	-5	-3	-0.2	0	0	1	6	4
22	O=C(N1CCOCCOc2ccccc2OCCOCC1)C(F)(F)F	5	-6	-4	-1.3	9	0	-1	20	-6
23	COc1ccc(NC(=O)c2ccco2)cc1NC(=O)c1ccccc1	-2	-4	6	-4.1	0	0	·	5	9
24	CC12CC(NC(=O)N1Cc1ccccc1)c1ccccc1O2 (stereo unspecified)	2	4	-2	0.0	3	1	4	-2	-3
25	O=C(CCc1nc2ccccc2c(=O)[nH]1)Nc1nnc(SCc2ccccc2)s1	2	2	4	1.4	3	1	-2	5	3
26	Cc1nc(N2CCN(C(c3ccccc3)c3ccccc3)CC2)[nH]c(=O)c1C	-3	0	3	1.0	-5	0	·	-11	1
27	Cc1c(NC(=O)C(C)Sc2n[nH]c(N)n2)c(=O)n(-c2ccccc2)n1C (stereo unspecified)	0	4	2	1.5	0	0	13	-8	-2
28	Cn1cnc(S(=O)(=O)N2CCN(C(c3ccccc3)c3ccccc3)CC2)c1	-2	6	-9	-0.6	4	1	-3	-10	12
29	COc1ccc(NC(=O)Nc2cccc3c2O[C@H](CN(C)S(=O)(=O)c2ccc(F)cc2)[C@@H](C)CN([C@H](C)CO)C3=O)cc1	-2	2	-9	-2.0	-6	5	1	1	8
30	Cc1ccc(NS(=O)(=O)c2cc(Br)cnc2N)cc1C	-10	97*	-15	0.7	-18	3	6	-12	100*

# Among those listed so far, two have a COOH group.
entry	compound	M5 ag	CHRM4 antagonist	CHRM4 PAM	CRFBP-R2 agonist	CHRM5 PAM	CHRM4 agonist	IDE cell inh	CRFBP-R2 block	CHRM5 antagonist
5	O=C(O)C(Nc1nc(C(F)(F)F)nc2ccccc12)c1ccccc1 (stereo unspecified)	3	-1	-1	0.2	6	0	1	1	2
21	Cc1cc(C)nc(-n2nc(C)c3c(C(=O)O)cc(-c4cccc(Br)c4)nc32)n1	2	-5	-3	-0.2	0	0	1	6	4

# Remaining list, next part
entry	compound	M5 ag	CHRM4 antagonist	CHRM4 PAM	CRFBP-R2 agonist	CHRM5 PAM	CHRM4 agonist	IDE cell inh	CRFBP-R2 block	CHRM5 antagonist
31	CC(C)CC(NS(=O)(=O)c1ccc2[nH]c(=O)c(=O)[nH]c2c1)C(=O)O (stereo unspecified)	3	1	0	-1.4	8	1	3	4	-1
32	COC(=O)c1ccc(CSc2nc3ccccc3c(=O)n2-c2ccccc2)o1	0	-4	14	0.2	4	-1	11	53*	-7
33	Cn1c(CNC(=O)CNS(=O)(=O)c2ccc(Cl)cc2)cc(=O)n(C)c1=O	-3	-15	3	1.2	0	1	2	-14	-2
34	Cn1ncc2c(NNC(=O)c3ccc(Cl)cc3Cl)ncnc21	1	7	-5	-0.8	-2	1	-3	29	5
35	O=C(NCc1ccccc1)C1=C[C@H](c2coc3ccccc3c2=O)C[C@H](OCc2ccc(CO)cc2)O1	-4	4	-3	-0.1	-10	8	-1	-2	17
36	Cc1cccc(N(C(=O)Cc2cccs2)C(C(=O)NC2CCCC2)c2ccsc2)c1 (stereo unspecified)	1	1	3	2.2	-2	-1	·	-24	-6
37	O=C(O)C(Cc1ccccc1)N=Cc1c(O)c2ccccc2oc1=O (stereo unspecified)	6	-4	10	1.5	7	0	·	-9	-22
38	CCc1cc(C(=O)N2CCCC(Nc3ccc(F)c(F)c3)C2)n(C)n1 (stereo unspecified)	-4	1	-1	0.8	-8	1	-4	-6	9
39	O=C(c1cnn2c1NC(c1ccc(Br)cc1)CC2C(F)(F)F)N1CCN(C23CC4CC(CC(C4)C2)C3)CC1 (stereo unspecified)	-1	0	-8	0.7	-3	0	-5	-1	-2
40	CN(Cc1ccccc1)C(=O)c1csc(COCCO)n1	0	-5	3	·	-1	1	·	·	-8
41	O=C(CSc1nc2nc3c(cc2c(=O)n1-c1ccccc1)CCCC3)Nc1cccc2ccccc12	-1	3	-12	1.8	-11	7	2	-10	14
42	Cc1ccc(O)c(NC(=O)c2ccccc2-c2ccccc2C(=O)O)c1	0	3	-2	3.4	4	0	-5	19	-4
43	Cn1cccc1Cc1nnc(SCC(=O)Nc2ccc(F)cc2F)n1-c1ccc(F)cc1	0	-25	4	5.6	-3	1	2	-16	1
44	O=C(CC(=O)Nc1ccc(F)cc1)Nc1ccc(F)cc1	-3	2	-1	0.3	-4	1	-1	-2	2
45	CN(c1ccccc1)c1nc(N)c([N+](=O)[O-])c(NC2CCCCC2)n1	1	7	-11	14	-5	11	·	-26	7
46	COCC(=O)N(CCc1ccc(OC)c(OC)c1)Cc1cc2cc(C)ccc2nc1Cl	0	10	-4	0.5	2	4	5	6	6
47	Cc1csc(NC(=O)[C@@H]2CCCN2C(=O)c2cccs2)n1	-1	-1	2	-0.9	-5	1	-5	-20	-3
48	COc1cc(/C=C/C(=O)O)cc(S(=O)(=O)N2CCCc3ccccc32)c1OC	2	2	-2	3.3	9	0	3	-15	-1
49	CC1CC2=C(NC(=S)NC2c2ccc(F)cc2)/C(=C/c2ccc(F)cc2)C1 (stereo unspecified)	-2	13	9	-2.3	4	0	6	-30	2
50	O=C(CSc1ccc(Br)cc1)NC1CCCCCC1	-10	-10	-6	-5.8	-2	1	-5	-1	4
51	CCOc1ccc(NC(=S)NC(=O)/C=C/c2ccco2)cc1	-10	-12	-7	-0.8	-6	0	-1	-23	15
52	Cc1ccccc1N(C(=O)c1snc(C(N)=O)c1N)C(C(=O)NCC1CCCO1)c1ccc(N(C)C)cc1 (stereo unspecified)	-2	-16	5	-1.0	-6	7	2	-4	-1
53	Nc1c(N=Nc2ccccc2F)c(=O)[nH]n1-c1ccccc1	-3	1	10	0.6	4	0	2	-12	-2
54	NC(=O)C1=C(N)c2ccccc2C1c1ccccc1 (stereo unspecified)	1	-21	13	3.7	3	3	·	8	-12
55	CC1CCCN(CCCNC(=O)C2CCC(CNS(=O)(=O)c3cccc4nsnc34)CC2)C1 (stereo unspecified)	-11	8	-14	2.5	-3	0	-3	-2	-6
56	O=C(C1=C(O)C(=O)N(CCOCCO)C1c1cccc([N+](=O)[O-])c1)c1cccs1 (stereo unspecified)	5	-20	3	-0.4	22*	1	1	0	-12

# 5 compounds out of the list, arranged by length of the SMILES, lowest first:
entry	compound	M5 ag	CHRM4 antagonist	CHRM4 PAM	CRFBP-R2 agonist	CHRM5 PAM	CHRM4 agonist	IDE cell inh	CRFBP-R2 block	CHRM5 antagonist
24	CC12CC(NC(=O)N1Cc1ccccc1)c1ccccc1O2 (stereo unspecified)	2	4	-2	0.0	3	1	4	-2	-3
13	OCCC1CN(Cc2ccccc2-c2ccco2)CCN1Cc1ccsc1 (stereo unspecified)	-7	12	-8	0.7	14	1	1	-11	-1
37	O=C(O)C(Cc1ccccc1)N=Cc1c(O)c2ccccc2oc1=O (stereo unspecified)	6	-4	10	1.5	7	0	·	-9	-22
33	Cn1c(CNC(=O)CNS(=O)(=O)c2ccc(Cl)cc2)cc(=O)n(C)c1=O	-3	-15	3	1.2	0	1	2	-14	-2
31	CC(C)CC(NS(=O)(=O)c1ccc2[nH]c(=O)c(=O)[nH]c2c1)C(=O)O (stereo unspecified)	3	1	0	-1.4	8	1	3	4	-1
